# Pf apPOL inh: Pf-apPOL DNA polymerase inhibition. inhibition, % at 10 µM. Recombinant Pf-apPOL, molecular beacon fluorescence, 1.5 h. 210,000 tested, 0.25% active
# mHTT CaM bind: disrupts binding of mutant huntingtin to calmodulin. P42858. AlphaScreen His-mHTT/GST-CaM binding, luminescence. inhibition, % at 15 µM. 190,000 tested, 3.6% active. AID 1671202;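 further: 0% = both proteins with DMSO and 100% = one protein alone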
# * = called active by the depositor; . = no result given; & = joins results of further samples. No stated cut-off is given here; in the data, active means inhibition above about 50%; inactive means the rest.
SMILES	Pf apPOL inh	mHTT CaM bind
CCN(CC)C(=O)C1CC(c2ccccc2OC)=NO1 (stereo not drawn)	-8	-2
Cc1c([N+](=O)[O-])c([N+](=O)[O-])nn1CC(=O)Nc1sc2c(c1C#N)CCCC2	-4	18
CCS(=O)(=O)c1ccc(-c2ccc(NC(=O)Cc3ccc(OC)c(OC)c3)cc2)nn1	-4	10
O=C(O)CCCC(=O)Nc1ccccc1Br	-8	-4
Cc1ccc(-n2c(-c3ccccc3)cn3c4c(=O)n(C)c(=O)n(C)c4nc23)cc1C	-9	-1
CNc1ncnc2c1C(c1ccc(Br)cc1)c1c(NC)ncnc1O2	-6	8
O=C(NCc1cccnc1)C1c2ccccc2C(=O)N1Cc1ccc(F)cc1Cl (stereo not drawn)	-4	4
CCCN1COc2ccc3c(=O)c(-c4ccccc4)coc3c2C1	-5	6
Cc1c(C(=O)NCc2ccco2)cccc1[N+](=O)[O-]	2	0
COCCCN1COc2ccc3c(=O)c(Oc4cccc(OC)c4)c(C(F)(F)F)oc3c2C1	0	7
Cc1cc(C(=O)NC(C)c2ccccc2)c(C)o1 (stereo not drawn)	-28	.
COc1ccc(N2C(=O)c3c(C)nc4ccccc4c3C2=O)cc1	-4	8
O=c1c2sc(-c3ccc([N+](=O)[O-])cc3)cc2nc2n1CCCCC2	-2	-10
COc1ccc(NC(=O)c2ccc(OC(C)C)cc2)c(OC)c1	-11	-2
O=C(NCCc1csc(C2CCN(C(=O)C3CCC3)CC2)n1)C1CCC1	-3	-3
Cc1nn(C(=O)COc2ccccc2[N+](=O)[O-])c(C)c1Sc1ccc([N+](=O)[O-])cc1	-7	1
O=C(CSc1nc2ccc(N=Cc3cc(Cl)ccc3O)cc2s1)N1CCOCC1	2	3
CC(=O)Nc1ccc(N2C(=O)CSC2c2ccc(Cl)cc2Cl)cc1 (stereo not drawn)	-5	9
CSc1ccc(NC(=O)N2CCc3c(nc4cc[nH]n4c3=O)C2)cc1	-1	10
CCC(CO)NC(=S)NC1CC2CCC1C2 (stereo not drawn)	-9	.

# A second format for some results above.
# The line under a structure holds: Pf apPOL inh | mHTT CaM bind
COc1ccc(N2C(=O)c3c(C)nc4ccccc4c3C2=O)cc1
    -4 | 8
O=c1c2sc(-c3ccc([N+](=O)[O-])cc3)cc2nc2n1CCCCC2
    -2 | -10
COc1ccc(NC(=O)c2ccc(OC(C)C)cc2)c(OC)c1
    -11 | -2
O=C(NCCc1csc(C2CCN(C(=O)C3CCC3)CC2)n1)C1CCC1
    -3 | -3

# Carrying on:
SMILES	Pf apPOL inh	mHTT CaM bind
COc1ccc(CCNCC(O)Cn2ccc3ccccc32)cc1OC (stereo not drawn)	-3	.
O=C(NCCN1CCCCCC1)c1cn2ccccc2n1	3	10
Nc1ccc(Br)cc1C(=O)O	-13	7
NC(=O)c1[nH]c(=S)n(CC2CCCO2)c1N (stereo not drawn)	.	-3
CCOc1ccc(/C=C2/N=C(c3ccco3)OC2=O)cc1	-3	5
CCOC(=O)N1CC(C)N(C(=O)OCC)CC1C (stereo not drawn)	-3	4
Cc1sc2ncnc(Oc3ccc4ccc(=O)oc4c3)c2c1C	-1	0
COc1ccc(C(=O)N(C)c2ccccc2)cc1	-4	-15
Cc1c(Cl)cccc1NC(=O)CN1CCN(C(=O)c2ccco2)CC1	10	5
CCC(NC(=O)c1cccnc1)c1ccccc1 (stereo not drawn)	-5	5
Cc1ccc(C(C)C)c(OCC(O)CNC(C)C)c1 (stereo not drawn)	-3	-1
O=C(Nc1ccc(F)c(Cl)c1)c1ccc(Cl)c([N+](=O)[O-])c1	0	13
CCC1(c2cccc(OS(=O)(=O)c3cc(C)c(Cl)cc3Cl)c2)CCCCN(C)C1=O (stereo not drawn)	-10	.
CCCc1c(C(=O)Nc2cc(-c3ccccc3)nn2C)cnn1-c1ccccc1	-17	.
O=C(C=Cc1ccc(O)c(O)c1)OC1CC(O)(C(=O)O)CC(O)C1O (stereo not drawn)	-10	.
COc1ccccc1-c1c(C(F)(F)F)oc2cc(O)ccc2c1=O	-2&0	-4&3
O=C(NCCC1=CCCCC1)C(=O)NCCc1csc2nc(-c3cccs3)nn12	-8	-9
CCc1nnc2n1N=C(c1ccc3c(c1)OCCO3)CS2	-2	5
Cn1c(SCC(=O)c2ccc(F)cc2)nnc1-c1ccccc1	-5	-1
O=C(O)[C@@H]1CSC2(CCCCC2)N1	.	-1
O=C(CN1C(=O)c2ccccc2C1=O)NCCc1ccc(F)cc1	-10	-1
Cc1[nH]c2c(C)cccc2c(=O)c1CCC(=O)O	6	-3
COc1cccc(NC(=O)C(=O)NC2CCCCC2)c1	21	-3
O=C(NCc1csc(-c2cccs2)n1)c1ccccc1	-3	.
COc1ccc(C(=O)Nc2c3c(nn2-c2ccc(OC)cc2)CS(=O)C3)cc1 (stereo not drawn)	-5	3
Cc1cc(NC(=O)CSc2ccc(NC(=O)C3CC3)nn2)no1	-1	-14
CCCOc1cccc(C(=O)Nc2ccc(Cl)c(-c3nc4ncccc4o3)c2)c1	1	-6
CCN1CCN(C(=O)c2cc(OC)cc(OC)c2)CC1	-8	2
CSc1ccc(CNC(=O)c2cn3cc(Cl)ccc3n2)cc1	-1	2
CCCCOc1ccc(C(=O)Nc2c3c(nn2-c2cccc(C)c2C)CS(=O)(=O)C3)cc1	-2	7
COc1ccc(C(=O)Nc2cccn3cnnc23)cc1F	2	-2
CSc1ccccc1NC(=O)c1nnn(-c2nc3c(s2)CCCC3)c1C	-1	-20
O=C(Nc1nnc(SCC(=O)N2CCCCC2)s1)c1ccccc1Br	-6	-1
O=C(Nc1nnc(C2CC(=O)N(c3ccc(F)cc3)C2)o1)c1ccc(C(F)(F)F)cc1 (stereo not drawn)	-2	10
O=C(c1ccc(-n2nc(N3CCCC3)ccc2=O)cc1)N1CCCCC1	1	-2
O=C(Nc1ccc(F)cc1F)C(=S)NCc1cccs1	5	.
O=C(c1cc2ccccc2o1)N1CCCc2ccccc21	-18	-4
CCOc1ccc(C(=O)NCCNC(=O)c2ccc(NC(C)=O)cc2)cc1OCC	1	28
Cc1cc(OCC(O)CNC(C)(C)C)ccc1Cl (stereo not drawn)	-2	0
COc1ccc(-c2nc3cc(Cl)ccc3c(=O)o2)cc1[N+](=O)[O-]	-1	-1

# Single values from the entries so far.
# Cc1cc(OCC(O)CNC(C)(C)C)ccc1Cl (stereo not drawn) – mHTT CaM bind: 0
# CCN1CCN(C(=O)c2cc(OC)cc(OC)c2)CC1 – Pf apPOL inh: -8
# O=C(Nc1nnc(C2CC(=O)N(c3ccc(F)cc3)C2)o1)c1ccc(C(F)(F)F)cc1 (stereo not drawn) – Pf apPOL inh: -2
# CSc1ccc(CNC(=O)c2cn3cc(Cl)ccc3n2)cc1 – Pf apPOL inh: -1
# O=C(Nc1ccc(F)cc1F)C(=S)NCc1cccs1 – Pf apPOL inh: 5

# The listing continues.
SMILES	Pf apPOL inh	mHTT CaM bind
COc1ccc(-c2cc(C3CC3)nc(SCC(=O)O)c2C#N)cc1	-4&16	3&15
O=C(O)c1ccc(C2(c3ccc(C(=O)O)cc3)OC(=O)c3ccccc32)cc1	-10	-4
N#Cc1c2n(c3c(=O)n(Cc4ccc(Cl)cc4)cnc13)CCCC2	0	12
COc1ccc(C(=O)C=CNc2cccc(Cl)c2)cc1	-6	2
Oc1nc(Nc2ccccc2)sc1C=C1C=Nc2ccccc21	0	69*
CCOc1ccccc1CNc1nc2ccncc2n(CC)c1=O	-9	4
Cc1onc(-c2ccccc2)c1C(=O)OCCOc1ccc(C(F)(F)F)cc1[N+](=O)[O-]	-5	.
COc1ccc(Cl)cc1-c1ccc(C(=O)O)o1	-4&5	2&10
CN1C(=O)c2cccc(NC(=O)c3ccc(S(=O)(=O)N4CCOCC4)cc3)c2C1=O	-7	-15
O=C(NCc1ccc2c(c1)OCO2)C1COc2ccccc2O1 (stereo not drawn)	2	-7
O=C(NCc1cccnc1)c1ccc(N2CCN(c3ccccn3)CC2)c([N+](=O)[O-])c1	-5	30
Cc1ccc2nc(/C(C#N)=C/c3ccc4c(c3)OCO4)[nH]c2c1	-4	-1
Cn1c(SCC(=O)NCc2ccccc2)nnc1-c1ccc(NC(=O)c2ccccc2F)cc1	-1	5
COc1ccc(-c2nnc(NC(=O)c3ccc(S(=O)(=O)N4CC(C)CC(C)C4)cc3)o2)cc1 (stereo not drawn)	-13	10
NC(=O)c1ccc(NC(=O)c2ccc(C(=O)Nc3ccc(C(N)=O)cc3)cc2)cc1	-4	-3
Cc1ccc(-c2cc(C(N)=O)c3ccccc3n2)cc1	6	0
O=C(COc1ccccc1Br)c1ccc(O)cc1O	0&-3&0	6&-4&0
COc1ccc(OCCCC(=O)Nc2c(C)cc(C)cc2Cl)cc1	-14	-3
Cc1ccc([N+](=O)[O-])cc1NC(=O)c1ccoc1C	2	5
Cc1ccc(OCc2nnc(SCC(=O)Nc3cccc(F)c3C)o2)cc1	-8	-4
COc1cccc(C2Oc3ccc(Cl)cc3C3CC(c4ccco4)=NN32)c1 (stereo not drawn)	-12	47
Cc1ccc2cc(NC(=O)c3cccc4c3OC(C)(C)C4)ccc2n1	-8	.
COc1ccc(/C=C/c2ncc3ccccn23)cc1	10	15
CCOc1ccccc1NC(=O)C1CCN(C(=O)Cc2ccccc2)CC1	1	-2
C=C1CC2C=C(NC(C)=O)CC(C1)C2 (stereo not drawn)	-3	-1
Cc1ccc(-c2nc3ccccc3c(=O)n2CC(=O)Nc2cccc(C(F)(F)F)c2)cc1	0	-3
CCSc1nc2ccccc2n1CC(=O)Nc1c(C)cccc1C	0	4
O=C(CNC(=O)C1CCCCC1)Nc1nc(C23CC4CC(CC(C4)C2)C3)cs1	4	1
COc1ccccc1NC(=O)N1CCC(c2ccn3ncc(C(=O)N4CCCC4)c3c2)CC1	2	6
Cc1oc(C2CCN(S(=O)(=O)c3cc(F)ccc3F)CC2)nc1C(=O)N(C)C	2	-2
Cc1nc(NC(=O)Cn2nc(C)c([N+](=O)[O-])c2C)c(Br)cc1Br	-5	1
O=C(Nc1ccccc1)Nc1cc(Cl)cc(Cl)c1	-4	-26
Cc1csc(-c2ccc(N3CCN(C(=O)c4ccc5ccccc5n4)CC3)nc2)n1	2	4
COc1ccc(NC(=O)C(c2ccccc2)c2ccccc2)cc1OC	6	36
Cc1ccc([C@H]2C[C@@H](n3cc(C4CC4)nn3)[C@H](O)CN2CC2CCCCC2)cc1	-2	27
O=C(C1CCCN(c2cnn(Cc3ccccc3)c(=O)c2)C1)N1CCC2(CC1)OCCO2 (stereo not drawn)	-1	4
CC(C)NC(=O)NNC(=O)c1ccc[nH]1	-2	.
CCOC(=O)c1c(NC(=O)CSc2nnc(C)s2)sc2c1CCC2	.	1
Cc1ccc(C(=O)N2CCC(c3ccn4ncc(C(=O)N5CCCC5)c4c3)CC2)cc1	-3	6
COc1cc(C=C2Oc3c(ccc4c3CN(Cc3ccncc3)CO4)C2=O)cc(OC)c1OC	-14	15
O=C1Nc2ccc(F)cc2/C1=C/c1ccccc1Cl	4	24
Cc1cccc(COC[C@H](Cc2ccccc2)N2CCN(C(=O)c3cc(Cl)cc(Cl)c3)CCC2=O)c1	-2	0
Cc1cc2nc(C(=O)Nc3ccccc3)cc(C)n2n1	0	-8
Cc1nc(C2CC2)nc(N2CCN(C(=O)C3CC3)CC2)c1Cc1ccccc1F	-4	16
Cc1ccc(NC(=O)C(=O)NCCN2CCN(C(=O)c3ccc(C(C)(C)C)cc3)CC2)cc1	-32	4
COc1ccc(C2C(=O)N(C3CCCCC3)CC(=O)N2Cc2ccco2)cc1OC (stereo not drawn)	-11	38
Cc1cccc2sc(NC(=O)Cn3c(=O)c4ccccc4n(C)c3=O)nc12	-4	13
O=C(O)CN1C(=O)Nc2ccc(Br)cc2C1c1ccccc1 (stereo not drawn)	-3	-1
O=C(CN1CCOCC1)N1CCCCC1CCN1CCCC1 (stereo not drawn)	-8	2
CCN1CCN(C(=O)c2oc3ccc(S(=O)(=O)N4CCCCC4)cc3c2C)CC1	-1	-2
CCOC(=O)N1CCc2nn(CC(=O)NC3CCc4ccccc43)c(=O)cc2C1 (stereo not drawn)	-8	-4
O=C(NCCc1cccnc1)C1CCN(c2cnn(Cc3ccccc3)c(=O)c2)CC1	-6	-6
O=C(NCc1ccccc1)c1cc2n(n1)CCCN(Cc1ccc(Cl)cc1)C2=O	26	-7
Cc1ccc(OCC(=O)Nc2cccc(-c3nc4ncccc4o3)c2)cc1	-9	0
CCC(=O)N1CCN(c2nc3c(s2)CC(C(=O)Nc2ccc(C)cc2Cl)CC3)CC1 (stereo not drawn)	-4	3
CCC(Sc1ccccn1)C(=O)Nc1ccc(Cl)cn1 (stereo not drawn)	2&-13	-22&-15
Cc1c(OCC(N)=O)ccc2c1OC(=Cc1ccc3c(c1)OCO3)C2=O	-15&1	29&30
Cc1ccc(-c2nc(C=Nc3ccc(Cl)c([N+](=O)[O-])c3)c(O)o2)cc1	0	2
Cc1ccc(N=Cc2c(C)c(Cl)c(C)c([N+](=O)[O-])c2O)c(O)c1	2	8
Cc1ccc(C(=O)N(C(C)C)C(C)C)c(Cl)c1	1	-6

# New compounds follow:
SMILES	Pf apPOL inh	mHTT CaM bind
COc1cccn(Cc2n[nH]c(=S)n2C)c1=O	12	.
Cc1c(C(c2ccco2)c2c(C)n(C)n(-c3ccccc3)c2=O)c(=O)n(-c2ccccc2)n1C	3	1
CCC(=O)NCc1csc(C2CCN(C(=O)c3ccc(Cl)cc3)CC2)n1	0	3
Cc1c(C(=O)NCc2ccccc2Cl)oc2ccc(S(=O)(=O)N3CCCCCC3)cc12	-1	-9
NC(=O)c1c(NC(=O)c2ccccc2[N+](=O)[O-])sc2c1CCCCCC2	2	10
O=c1nc2n(-c3ccc(Br)cc3)c3ccc([N+](=O)[O-])cc3cc-2c(=O)[nH]1	1	27
